# Screening results from PubChem.
# Cneo AK release: Cryptococcus neoformans lysis via adenylate kinase release; C. neoformans lysis, adenylate kinase release luminescence, 4 h; normalised: neutral wells 0, clomiphene wells 100; lysis activity, % at 15 µM; 360,000 tested, 0.2% active; AID 651654;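 active = mean lysis activity across replicates of at least 80%, whatever share of replicates individually reach that level; inactive = mean lysis activity below 80%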
#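 Assay system: Cryptococcus neoformans yeast cells / Dosing: single-point compound dose / Timing: 4 h at 37 °C static, read 1 h later / Measured by: luminescence of released adenylate kinase using an AK detection reagent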
# SIRT5 inh: blocks human SIRT5 desuccinylation of peptide. Q9NXA8. Purified SirT5, succinyl-peptide AMC, trypsin-coupled fluorescence. inhibition, % at 15 µM. 330,000 tested, 1.1% active. AID 652115; in the data active = inhibition above about 15%; inconclusive = no clear call, values can overlap the other calls
# Target sequence (Q9NXA8 whole entry, looked up): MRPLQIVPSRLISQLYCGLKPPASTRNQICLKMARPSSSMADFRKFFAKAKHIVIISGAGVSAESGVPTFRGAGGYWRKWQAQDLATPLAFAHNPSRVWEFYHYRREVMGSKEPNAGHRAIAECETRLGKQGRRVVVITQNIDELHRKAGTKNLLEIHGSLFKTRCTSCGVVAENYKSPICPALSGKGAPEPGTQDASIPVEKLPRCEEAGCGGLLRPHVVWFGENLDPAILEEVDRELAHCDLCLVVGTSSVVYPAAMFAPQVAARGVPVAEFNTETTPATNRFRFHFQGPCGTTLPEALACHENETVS
# esBAF inh: SWI/SNF esBAF complex inhibition; AID 602393; reporter increase, % at 12.5 µM; mouse ES cells, Bmi1-luciferase knock-in reporter, 24 h; 100% = twice the neutral-well signal; 350,000 tested, 2% active; in the data active = activation above about 40%; inconclusive = no clear call, values can overlap the other calls;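 note: 0% = median of the plate's neutral control wells and 100% = double that signal; a rise in the Bmi1 reporter signal indicates esBAF inhibition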
# Statin myotox sup: suppressors of simvastatin-induced myotoxicity in C2C12 myotubes | ATP luminescence, 48 h; scaled: DMSO 0, geranylgeraniol control 100 | rescue of ATP level, % at 7.49 µM | 330,000 tested, 0.78% active | AID 602340;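 active = mean ATP rescue above about 67%, or every replicate alone reaching that limit, limit read from the data, passing the limit was not always enough; inconclusive = no clear call, values can overlap the other calls; inactive = mean under the limit and some replicate under it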;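 note: myotubes were challenged with 10 µM simvastatin during compound exposure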
# miR122 inh: blocks miR-122 activity in Huh7 sensor cells; Huh7 miR-122 Renilla luciferase sensor, 48 h; neutral wells = 0, positive control = 100; activation (reporter increase), % at 12.5 µM; 340,000 tested, 0.3% active; AID 602342;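 active = mean replicate activation score at least 90 and every replicate individually at or above 90; inconclusive = only one of the two criteria met; inactive = neither criterion met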;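 note: higher luciferase means less miR-122 activity so hits act as miR-122 inhibitors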
# ERp5 block: inhibitors of human ERp5; Q15084; ERp5 insulin aggregation, absorbance 650 nm, 90 min; inhibition, % at 9.99 µM; 350,000 tested, 0.05% active; AID 651711;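 active = mean replicate inhibition above about 25%, with every replicate also reaching it, limit read from the data, passing the limit was not always enough; inconclusive = only one of those two criteria met; inactive = neither criterion met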
# Target sequence (Q15084 whole entry, looked up): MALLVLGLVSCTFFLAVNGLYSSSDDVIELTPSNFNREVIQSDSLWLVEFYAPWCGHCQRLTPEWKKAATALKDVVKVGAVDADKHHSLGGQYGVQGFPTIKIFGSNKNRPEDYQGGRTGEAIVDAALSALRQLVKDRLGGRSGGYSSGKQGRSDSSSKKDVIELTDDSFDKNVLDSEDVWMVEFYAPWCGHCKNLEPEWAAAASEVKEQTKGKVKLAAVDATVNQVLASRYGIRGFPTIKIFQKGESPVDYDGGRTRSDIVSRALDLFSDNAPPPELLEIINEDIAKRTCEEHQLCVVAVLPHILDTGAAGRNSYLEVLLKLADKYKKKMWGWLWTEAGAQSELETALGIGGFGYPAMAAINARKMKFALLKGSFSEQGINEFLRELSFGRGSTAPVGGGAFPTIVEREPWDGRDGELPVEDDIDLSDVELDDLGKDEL
# ARNT TACC3 PPI: ARNT/TACC3 interaction disruption; AlphaScreen His-ARNT PAS-B/GST-TACC3 binding, luminescence; TACC3 fragment carries E629A point mutation; inhibition, % at 9.99 µM; 390,000 tested, 0.66% active;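 active = mean inhibition of replicates at least 50% and at least half of replicates each reaching 50%; inconclusive = half or more replicates reach 50% but mean below 50%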;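 note: 0% = complete ARNT plus TACC3 wells and 100% = ARNT alone without TACC3; many hits fall short of the cut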
# Numbers without * were called inactive; ? = inconclusive; · = no result given; [ ] = dose if it differs, or a comment.
# A first look, 2 compounds:
SMILES,Cneo AK release,SIRT5 inh,esBAF inh,Statin myotox sup,miR122 inh,ERp5 block,ARNT TACC3 PPI
CCc1nc2ccc(C(=O)N3CCCC(C(N)=O)C3)cn2c1N(C=O)CC (configuration not stated),2,2,-3,5,2,1,·
CN(CCOc1ccccc1)C(=O)c1ccc2c(=O)n3c(nc2c1)CCC3,-3,-4,3,4,-7,10,-2

# The whole of this part, repeating the preview:
SMILES,Cneo AK release,SIRT5 inh,esBAF inh,Statin myotox sup,miR122 inh,ERp5 block,ARNT TACC3 PPI
CCc1nc2ccc(C(=O)N3CCCC(C(N)=O)C3)cn2c1N(C=O)CC (configuration not stated),2,2,-3,5,2,1,·
CN(CCOc1ccccc1)C(=O)c1ccc2c(=O)n3c(nc2c1)CCC3,-3,-4,3,4,-7,10,-2
CSc1cccc(NC(=O)NCc2cccc(CNC(=O)Nc3cccc(SC)c3)c2)c1,·,0,5,-10,-3,-66,-15
CCC(=O)N[C@@H]1CC[C@H](CC(=O)NCCN2CCCCC2)O[C@@H]1CO,0,-1,-7,-8,-7[16.7 µM],0,-5
CCn1c(-c2ccccc2)c(C(=O)CC#N)c2ccccc21,0,-1,0,-2,3,3,4
COc1ccc(CN(CCCN2CCOCC2)C(=O)Nc2cccc(Cl)c2)cc1OC,-1,·,8,-11,7,·,·
C[C@H](O)C#Cc1ccc2c(c1)O[C@H](CN(C)Cc1cncnc1)[C@@H](C)CN([C@H](C)CO)S2(=O)=O,1,1,-3,9,10[16.7 µM],-3,-6
Cc1ccc(NNC(=O)C2CCC2)cc1C,1,-1,13,?,6,3,-2
CC(C)N1C(=O)CCC1C(=O)NCc1ccccc1Cl (configuration not stated),0,-2,-9,13,-4,6,-2
COc1ccccc1N(CC(O)CN1CCCCC1)S(=O)(=O)c1ccc(C)cc1 (configuration not stated),2,-4,-2,7,-2,-1,-2
COc1ccc(N(C(=O)c2ccco2)C(C(=O)NC2CCCC2)c2cccnc2)c(OC)c1 (configuration not stated),-2,-3,3,9,-10,4,·
CCn1cc(Cl)c(C(=O)Nc2cccc(CN3CCOCC3)c2)n1,0,0,-2,0,6,-5,-3
O=C(C[C@H]1CC[C@@H](NC(=O)Nc2ccc3c(c2)OCO3)[C@@H](CO)O1)NCc1ccc(Cl)cc1,0,5,3,-4,·,2,32
CO[C@H]1CN(C)C(=O)c2cc(NC(=O)C3CCOCC3)ccc2OC[C@H](C)N(Cc2cccnc2)C[C@H]1C,1,-1,-2,-13,·,3,-1
CCNC(=O)CCn1nc(-c2ccc(C)cc2)c2ccccc2c1=O,4,-2,4,2,1,-1,-4
CCCCn1c(NCc2ccccc2O)nc2ccccc21,-1,0,23,-7,·,-1,-6
CC(NC(=O)CSc1ncccn1)c1ccc(Cl)cc1Cl (configuration not stated),-2,-3,2,-9,·,-4,-1
C[C@@H]1CCCCO[C@H](CN(C)CC2CC2)[C@H](C)CN([C@@H](C)CO)C(=O)c2cc(NS(C)(=O)=O)ccc2O1,-2,-5,0,·,0[16.7 µM],0,-3
COc1cccc(C(=O)NNC(=O)c2cccc3ccccc23)c1,4,·,17,-5,-2,-4,-1
CCCCOC(=O)Nc1ccc(S(=O)(=O)Nc2cc(C)nc(C)n2)cc1,5,-3,3,7,13,-1,2
OCC[C@H]1C[C@H](O)[C@@H](O)[C@]2(CCc3ccccc3CO2)O1,0,-3,-1,7,-3,2,·
CC(=O)Nc1cc2c(c(Cl)c1Cl)-c1ccccc1C2=O,0,-4,5,2,-3,4,-2
COc1ccccc1Nc1nc(-c2sc(NC(=O)c3ccco3)nc2C)cs1,-1,7,10,-18,·,2,-4
C[C@H]1CN([C@@H](C)CO)C(=O)c2cc(NC(=O)Cc3ccccc3)ccc2O[C@H]1CN(C)Cc1ccc(Cl)c(Cl)c1,59,3,7,-59,2[16.7 µM],7,-1
O=C(C[C@@H]1C[C@H]2c3cc(NS(=O)(=O)c4ccc(F)cc4)ccc3O[C@H]2[C@@H](CO)O1)NCc1ccccc1F,7,2,12,3,3[16.7 µM],2,-3
C[C@@H]1CN([C@H](C)CO)C(=O)c2cccc(N(C)C)c2O[C@H]1CN(C)S(=O)(=O)c1ccc(Cl)cc1,-3,-1,0,-7,-6[16.7 µM],17,0
COc1ncccc1-c1nnn(-c2ccc(F)cc2)n1,-7,·,54*,-10,-7,3,-7
Cc1ccc(NC(=O)Nc2ccc3c(c2)C(=O)N(C)[C@H]2CC[C@@H](CC(=O)O)O[C@H]2CO3)cc1,1,2,-2,0,-3[16.7 µM],5,-13
Cc1ccc2nc(C)c(CN3CCN(c4ccc([N+](=O)[O-])cc4Cl)CC3)n2c1,5,1,-17,-53,-13,1,·
O=C(O)CCCC(=O)NCCCCc1ccccc1,2,·,-8,-8,10,·,-10
O=C(CSc1nnc(-c2ccccc2F)n1C1CCCCC1)Nc1cc(C(=O)O)ccc1Cl,-1,-1,-13,4,-11,8,-5
O=C(CNC(=O)c1ccc(Cl)cc1)OCc1nc2ccccc2s1,·,-1,·,·,·,-4,1
COc1ccc(C(=O)Nc2c(N)nc(SCC(=O)NCC3CCCO3)[nH]c2=O)cc1OC (configuration not stated),0,-1,·,·,-4,3,-3
CCOc1ccc(NC(=O)c2cnccn2)cc1,-6,·,-34,-12,-5,·,-7
COCCNC(=O)C1CCCN(C(=O)c2sccc2C)CC1 (configuration not stated),-2,0,2,6,-5,-2,·
O=C(Nc1ccc(F)cc1)Nc1csc2ccccc12,3,0,·,·,48,5,·

# 3 of the compounds above, with values under each structure.
# Screens in order: Cneo AK release | SIRT5 inh | esBAF inh | Statin myotox sup | miR122 inh | ERp5 block | ARNT TACC3 PPI
O=C(CNC(=O)c1ccc(Cl)cc1)OCc1nc2ccccc2s1
→ · | -1 | · | · | · | -4 | 1
COc1ccc(C(=O)Nc2c(N)nc(SCC(=O)NCC3CCCO3)[nH]c2=O)cc1OC (configuration not stated)
→ 0 | -1 | · | · | -4 | 3 | -3
CCOc1ccc(NC(=O)c2cnccn2)cc1
→ -6 | · | -34 | -12 | -5 | · | -7

# 4 compounds from above, sorted by the value under ERp5 block, high to low:
compound | SIRT5 inh | esBAF inh | miR122 inh | ERp5 block | ARNT TACC3 PPI
O=C(CSc1nnc(-c2ccccc2F)n1C1CCCCC1)Nc1cc(C(=O)O)ccc1Cl | -1 | -13 | -11 | 8 | -5
O=C(Nc1ccc(F)cc1)Nc1csc2ccccc12 | 0 | · | 48 | 5 | ·
Cc1ccc2nc(C)c(CN3CCN(c4ccc([N+](=O)[O-])cc4Cl)CC3)n2c1 | 1 | -17 | -13 | 1 | ·
O=C(CNC(=O)c1ccc(Cl)cc1)OCc1nc2ccccc2s1 | -1 | · | · | -4 | 1

# The list goes on:
SMILES,Cneo AK release,SIRT5 inh,esBAF inh,Statin myotox sup,miR122 inh,ERp5 block,ARNT TACC3 PPI
O=C(OCC(=O)c1c[nH]c2ccccc12)c1ccc(OC(F)F)cc1,2,8,9,-2,-2,0,·
C=CCOC(=O)C(C#N)c1nc2ccccc2nc1N1CCN(c2ccccc2OC)CC1 (configuration not stated),1,·,-1,27,2,·,7
CCC(=O)N(C)C[C@H]1Oc2cc(C#CC3CCCCC3)ccc2S(=O)(=O)N([C@H](C)CO)C[C@@H]1C,4,7,1,-94,23[16.7 µM],5,8
COc1c(C)cccc1C(=O)Nc1ccc(CN2CCOCC2)cc1,-2,-9,30,-4,0,1,-1
Cc1cc2c(cc1S(=O)(=O)NC1CCCCC1C)OCC(=O)N2 (configuration not stated),1,-2,-1,0,8,0,-3
CC1=CC(C)(C)n2c(O)c(N=NC(N)=S)c3c(C)c(C)cc1c32,-1,-2,-7,24,9,2,-2
COc1cc(C(=O)OCC(=O)NCc2ccccc2)cc(NC(=O)c2ccco2)c1OC,0,·,-7,·,-6,·,1
COc1ccc(NC(=S)N2CCN(C(=O)c3ccco3)CC2)cc1,2,-1,2,-14,·,1,-6
COc1ccnc(CSC(N)=Nc2ccccc2OC)c1,-1,·,14,-1,-5,·,62*
C[C@@H]1CCCCO[C@H](CN(C)Cc2ccc3c(c2)OCO3)[C@@H](C)CN([C@@H](C)CO)C(=O)c2cc(NC(=O)NC3CCCCC3)ccc2O1,47,3,-4,·,-3[16.7 µM],3,6
CCOc1ccc(-n2cnc3c(=O)[nH]c(N)nc32)cc1,2,-5,1,-10,·,0,-2
CO[C@@H]1CN(C)C(=O)c2ccc(NC(=O)C3CC3)cc2OC[C@H](C)N(Cc2cccc(F)c2)C[C@H]1C,2,·,-1,0,4[16.7 µM],·,-4
Nc1nonc1-n1nnc(C(=O)N/N=C/c2cccc(F)c2)c1-c1ccc2c(c1)OCO2,-2,-15,5,6,-1,-1,-2
CO[C@H]1CC[C@@H]2CCOc3c(C#N)cccc3C(=O)N(C)[C@@H](C)C(=O)N(C)C[C@H]1O2,27,0,-1,-4,·,2,3
CC=Cc1ccc2n(c1=O)C[C@@H]1[C@@H](CO)[C@H](C(=O)NCCCN(C)C)[C@H]2N1C(=O)c1ccccc1F (mixture of isomers),-3,-14,-6,8,·,6,-2
Cc1nn(C)cc1C(=O)c1ccccc1,-1,0,·,·,-2,-1,-4
COc1ccccc1-n1nnnc1SCC(=O)Nc1ccc(C)c(N)c1,-2,-15,2,4,1,0,-21
C[C@H](CO)N1C[C@H](C)[C@H](CN(C)Cc2ccc3c(c2)OCO3)Oc2c(NS(=O)(=O)c3cn(C)cn3)cccc2C1=O,0,4,-5,-23,4[16.7 µM],-1,-4
CCN(CC)C(=O)C1=C(C)N(Cc2ccc(C(C)(C)C)cc2)C(=O)C(CC(=O)NCc2ccco2)C1 (configuration not stated),1,3,-4,-5,-10,0,·
O=C(c1ccco1)N1CCN(c2nc(C3CC3)nc3c2nnn3Cc2ccccc2Cl)CC1,0,·,2,16,-2,·,27
c1ccc(-c2c[nH]c3[n+]2CCCCC3)cc1,5,·,-2,-24,-1,·,-3
CO[C@H]1CN(C)C(=O)c2cc(NC(=O)Nc3ccc(Cl)cc3)ccc2OC[C@@H](C)NC[C@@H]1C,2,-9,-3,-24,6[16.7 µM],-11,8
COc1ccc(C2CCN(CC(=O)N(C)C)CC2O)cc1 (configuration not stated),·,-3,·,·,·,6,-3
CCN(c1ccccc1)c1cc(C)nc2ncnn12,0,-3,0,13,2,-3,-2
Cc1ccc(N(CC(=O)Nc2cc(C)ccc2C)S(C)(=O)=O)cc1,0,2,-3,-2,-2,6,-3
O=C(CN1CCOCC1)NN=C1CCCCCCCCCCC1,3,-11,-2,-2,-3,1,4
CN1C(=O)c2cc(NC(=O)NCc3ccccc3)ccc2OC[C@H]2O[C@H](CC(=O)NCC3CCCCC3)CC[C@H]21,-1,0,-2,23,44[16.7 µM],-3,·
CCOc1ccc(N(Cc2cc3cc(C)ccc3[nH]c2=O)C(=O)COC)cc1,1,-3,-1,19,·,-5,-13
CCn1c(SC)nc(O)c(C(c2ccc(OC)c(O)c2)c2c(O)nc(SC)n(CC)c2=O)c1=O,·,·,-6,5,·,·,-2
C1CCC(NC2=NCCC2)CC1,4,·,-8,-7,0,·,-14

# Pulled one by one from above:
SMILES,Cneo AK release,SIRT5 inh,esBAF inh,Statin myotox sup,miR122 inh,ERp5 block,ARNT TACC3 PPI
CN1C(=O)c2cc(NC(=O)NCc3ccccc3)ccc2OC[C@H]2O[C@H](CC(=O)NCC3CCCCC3)CC[C@H]21,-1,0,-2,23,44[16.7 µM],-3,·
CCOc1ccc(N(Cc2cc3cc(C)ccc3[nH]c2=O)C(=O)COC)cc1,1,-3,-1,19,·,-5,-13
C[C@@H]1CCCCO[C@H](CN(C)CC2CC2)[C@H](C)CN([C@@H](C)CO)C(=O)c2cc(NS(C)(=O)=O)ccc2O1,-2,-5,0,·,0[16.7 µM],0,-3
